Assay outcomes: PubChem, The Scripps Research Institute Molecular Screening Center
CHO-K1 Ca PAM = nonselective calcium activators in parental CHO-K1 cells, primary screen, counter-screen for M1 PAM project, cell-based, Fluo-8 calcium fluorescence, full deck, 1536-well | ATP EC20; 0% at ATP EC20, 100% at ATP max | activation, % at 3 µM | actives 0.02% (n = 360,000);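 active = activation above the run cutoff, the mean activation of all test compounds plus 3 SD, cut at about 40% in these data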;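 also: peak over basal fluorescence ratio in a 140 s read after ATP addition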
TAAR1 agonist = human TAAR1 agonists, primary screen, Fluo-8 calcium fluorescence, CHO RD-HGA16 cells; Trace amine-associated receptor 1 (Homo sapiens), Q96RJ0; vehicle wells 0%, saturating PEA agonist 100%; activation, % at 3 µM; actives 0.99% (n = 360,000); AID 624467, 2012;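 active = activation above the mean activation of all test compounds in the run plus 3 SD, cut at about 38% in these data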
Target sequence (Q96RJ0 whole entry, looked up): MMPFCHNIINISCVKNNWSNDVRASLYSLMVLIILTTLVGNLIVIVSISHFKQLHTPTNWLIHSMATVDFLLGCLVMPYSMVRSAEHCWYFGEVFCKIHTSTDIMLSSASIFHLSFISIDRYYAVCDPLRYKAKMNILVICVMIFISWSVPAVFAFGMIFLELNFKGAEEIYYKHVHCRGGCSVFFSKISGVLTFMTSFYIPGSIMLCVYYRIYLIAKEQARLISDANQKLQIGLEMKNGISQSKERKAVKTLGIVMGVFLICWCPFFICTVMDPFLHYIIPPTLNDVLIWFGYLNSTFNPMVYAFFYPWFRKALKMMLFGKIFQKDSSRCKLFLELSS
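Benchmarks: low control DMSO, high control PEA (EC100); System: CHO RD-HGA16 cells carrying human TAAR1 plus Gα16; Detection: Fluo-8 fluorescence, 5 s baseline then 140 s kinetic read; Schedule: 17-24 h plating, Fluo-8 75 min 37 °C, 30 min RT; Read-out basis: % activation from peak over basal fluorescence ratio, DMSO-to-PEA scaled.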
M1 ag parental = counter-screen for M1 agonists: effect in parental CHO-K1 cells; Fluo-8 calcium fluorescence; scaled to maximal ATP response, vehicle zero; activation, % at 3 µM; actives 0.48% (n = 360,000); AID 602248, 2012; in the data active = activation above about 15%;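 also: untransfected CHO-K1 host cells lacking M1 receptor as counterscreen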
CHO parental Ca = ATP-evoked calcium signal inhibitors, parental CHO, primary screen, counter-screen for OX1R antagonist project, cell-based, fluorescence, Fluo-8 calcium dye; parental CHO-K1, ATP-induced calcium, Fluo-8 fluorescence; inhibition, % at 5.6 µM; actives 0.63% (n = 330,000); AID 463079, 2010;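 active = inhibition above that plate's mean sample inhibition plus 3 SD, cut at about 26% in these data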;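 also: 0% = ATP-challenged DMSO wells and 100% = DMSO wells without ATP; some compounds past the cut are filed as inactive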
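test system = CHO parental line | reagent = ATP stimulus | measured by = intracellular calcium via Fluo-8 no-wash fluorescent dye | control set = ATP and no-ATP DMSO wells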
V1aR counter = agonists of human V1a receptor, primary screen, counter-screen for OXTR agonist project, fluorescence, CHO-V1R cells | Fluo-8 calcium fluorescence, agonist mode; 0% DMSO, 100% 3 nM vasopressin | actives 0.25% (n = 320,000) | Vasopressin V1a receptor (Homo sapiens), P37288 | activation, % at 3 µM;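 active = activation above the mean activation of all tested compounds plus 3 SD, per screening run, cut at about 20% in these data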;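 also: signal is peak over basal fluorescence ratio across a 100 second FLIPR read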
M1 ag = human M1 muscarinic receptor agonists, primary screen, Fluo-8 calcium fluorescence, CHO-K1 cells, HTS | Muscarinic acetylcholine receptor M1 (Homo sapiens), P11229 | CHO-K1 hM1, agonist mode; 0% DMSO, 100% acetylcholine EC100 | activation, % at 3 µM | actives 0.33% (n = 360,000) | AID 588814, 2011;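 active = activation above the run's mean compound activation plus 3 SD, cut at about 16% in these data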;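 also: peak over basal fluorescence ratio within a 140 s kinetic read after compound addition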
CHO-K1 Ca antag = nonselective inhibitor or artifact in parental CHO-K1 cells; ATP-induced calcium, Fluo-8 fluorescence; inhibition, % at 3 µM; actives 0.6% (n = 360,000);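 active = inhibition above a per-plate cutoff, the plate's mean sample inhibition plus 3 SD, cut at about 24% in these data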;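 also: 0% = DMSO plus EC80 ATP and 100% = DMSO alone without ATP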
OXTR potentiate = human OXTR potentiators, primary screen, fluorescence, CHO-OTR cells, Fluo-8 calcium; Fluo-8 calcium fluorescence, potentiator mode; 0% = oxytocin EC15, 100% = EC100; AID 2445, 2010; actives 0.061% (n = 320,000); Oxytocin receptor (Homo sapiens), P30559; activation, % at 3 µM;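 active = activation above that plate's cutoff, the mean activation of tested compounds plus 3 SD, cut at about 6.6% in these data, passing the limit was not always enough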;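 also: 100% uses oxytocin at 75 nM as the full agonist control; some results filed as inactive read as strong as hits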
Target sequence (P30559 whole entry, looked up): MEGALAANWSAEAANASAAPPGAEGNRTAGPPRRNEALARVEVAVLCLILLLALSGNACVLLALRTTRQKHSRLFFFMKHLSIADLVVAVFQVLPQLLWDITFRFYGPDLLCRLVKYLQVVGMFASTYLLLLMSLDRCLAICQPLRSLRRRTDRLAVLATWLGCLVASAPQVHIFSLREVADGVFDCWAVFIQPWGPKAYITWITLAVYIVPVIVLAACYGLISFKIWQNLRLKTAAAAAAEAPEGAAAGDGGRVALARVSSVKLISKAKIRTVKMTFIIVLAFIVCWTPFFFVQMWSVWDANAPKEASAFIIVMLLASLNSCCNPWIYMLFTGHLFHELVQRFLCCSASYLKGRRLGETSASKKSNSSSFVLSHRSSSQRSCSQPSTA
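assay system = CHO-OTR cells, human receptor | schedule = compound 6 min at room temperature before oxytocin, 100 s read | detection = Fluo-8 intracellular calcium fluorescence, ex 470-495, em 515-575 nm | evaluation = normalized max/min fluorescence ratio, % activation | control set = EC15 oxytocin alone as 0%, 75 nM oxytocin (EC100) as 100%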
TAAR1 antagonist = human TAAR1 antagonists, primary screen, Fluo-8 calcium fluorescence, CHO RD-HGA16 cells | Trace amine-associated receptor 1 (Homo sapiens), Q96RJ0 | actives 1.5% (n = 360,000) | AID 624466, 2012 | inhibition, % at 3 µM | antagonist;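 active = inhibition above a per-plate cutoff, the mean inhibition of test compounds on that plate plus 3 SD, cut at about 49% in these data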;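 also: 0% = DMSO plus EC80 beta-PEA response and 100% = DMSO alone without agonist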
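System: RD-HGA16 CHO cells with stable hTAAR1 and Gα16 | Probe or stimulus: EC80 β-phenethylamine stimulus | Dosing: 3 µM, single point | Times: Dye loading 75 min at 37 °C, then 30 min room temperature | Measured by: Fluo-8 calcium-sensitive fluorescence | Read-out basis: % inhibition of agonist calcium response | Replicates: n of 1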
* hit, by the source's call; . = not tested or not shown.

structure	CHO-K1 Ca PAM	TAAR1 agonist	M1 ag parental	CHO parental Ca	V1aR counter	M1 ag	CHO-K1 Ca antag	OXTR potentiate	TAAR1 antagonist
CCC(CC)C(=O)Nc1cccc(C(=O)Nc2nnc(C)s2)c1	-16.3	1.6	0.0	5.4	-0.3	0.3	5.4	0.9	5.9
Cc1ccc(-c2noc(CCCN3C(=O)c4ccccc4C3=O)n2)cc1	13.8	3.9	0.7	-19.4	-0.3	-3.1	1.6	-3.2	-12.0
COc1ccc(-c2csc(NC(CO)c3nc4ccccc4n3CCCO)n2)cc1 (configuration not stated)	12.4	20.2	0.5	6.6	-0.3	-4.8	-9.0	-8.3	3.0
O=C(O)c1ccc(S(=O)(=O)Nc2ccc3c(c2)OCCO3)cc1	16.5	4.0	3.2	-0.7	1.7	-2.1	-1.8	0.8	-9.2
COc1ccc(-n2nc(C(=O)NCC(=O)N3CCN(Cc4ccc5c(c4)OCO5)CC3)c3ccccc3c2=O)cc1OC	6.6	6.1	3.3	-6.0	-0.3	0.9	-13.6	-0.6	29.9
COc1ccc(CCNC(=O)NC2CCCCC2)cc1	6.1	-0.6	0.1	0.2	-0.4	-3.4	-5.1	-9.3	-16.5
CC(C)C[C@@H](C(=O)NCc1ccco1)N1C(=O)N2CCc3c([nH]c4ccccc34)[C@@]2(C)C1=O	16.5	1.6	0.8	-2.2	0.5	-2.6	-6.3	-10.1	-27.1
COc1cc2[nH]c(C)c(-c3ccccc3)c(=O)c2cc1Cl	-6.1	2.0	0.2	.	.	.	-20.2	.	2.1
Clc1ccc(Oc2nc(N3CCOCC3)nc(N3CCOCC3)n2)c(C2CCCCC2)c1	6.1	10.5	0.0	-11.2	0.8	-2.7	-15.4	-3.3	-6.3
CCCN(C(=O)CSc1nnc(-c2ccncc2)n1CCC)c1c(N)n(Cc2ccccc2)c(=O)[nH]c1=O	5.9	4.1	0.1	.	.	-1.2	-3.4	.	-1.2
Cn1c(-c2cc3ccc(OC(=O)C(C)(C)C)cc3oc2=O)nc2ccccc21	4.7	12.7	0.3	-18.7	3.6	0.0	0.1	-3.4	34.7
NC(=O)C1CCN(C(=O)c2cc3c(s2)CCCC3)CC1	-18.5	0.2	0.2	-18.3	-0.7	-1.2	1.2	-4.5	-23.6
CS(=O)(=O)N1CCN(c2ccccc2NC(=S)NC(=O)c2ccccc2[N+](=O)[O-])CC1	1.2	31.0	6.6	-26.0	3.4	-1.4	6.7	-7.0	53.9*
CN(CC(=O)Nc1ccccc1Cl)C(=O)COC(=O)/C=C/c1cccs1	19.9	-1.4	0.9	-19.1	-0.1	-3.0	-1.3	4.0	-11.2
CCN(CC)C(=O)c1cccc2nc3ccccc3nc12	10.3	3.4	0.1	-18.3	-0.4	-2.5	2.1	-7.4	-28.8

Part of the list above, with values under each structure:
Values run as follows: CHO-K1 Ca PAM | TAAR1 agonist | M1 ag parental | CHO parental Ca | V1aR counter | M1 ag | CHO-K1 Ca antag | OXTR potentiate | TAAR1 antagonist
> O=C(O)c1ccc(S(=O)(=O)Nc2ccc3c(c2)OCCO3)cc1
  16.5 | 4.0 | 3.2 | -0.7 | 1.7 | -2.1 | -1.8 | 0.8 | -9.2
> COc1ccc(-n2nc(C(=O)NCC(=O)N3CCN(Cc4ccc5c(c4)OCO5)CC3)c3ccccc3c2=O)cc1OC
  6.6 | 6.1 | 3.3 | -6.0 | -0.3 | 0.9 | -13.6 | -0.6 | 29.9
> COc1ccc(CCNC(=O)NC2CCCCC2)cc1
  6.1 | -0.6 | 0.1 | 0.2 | -0.4 | -3.4 | -5.1 | -9.3 | -16.5
> CC(C)C[C@@H](C(=O)NCc1ccco1)N1C(=O)N2CCc3c([nH]c4ccccc34)[C@@]2(C)C1=O
  16.5 | 1.6 | 0.8 | -2.2 | 0.5 | -2.6 | -6.3 | -10.1 | -27.1
> COc1cc2[nH]c(C)c(-c3ccccc3)c(=O)c2cc1Cl
  -6.1 | 2.0 | 0.2 | . | . | . | -20.2 | . | 2.1
> Clc1ccc(Oc2nc(N3CCOCC3)nc(N3CCOCC3)n2)c(C2CCCCC2)c1
  6.1 | 10.5 | 0.0 | -11.2 | 0.8 | -2.7 | -15.4 | -3.3 | -6.3
> CCCN(C(=O)CSc1nnc(-c2ccncc2)n1CCC)c1c(N)n(Cc2ccccc2)c(=O)[nH]c1=O
  5.9 | 4.1 | 0.1 | . | . | -1.2 | -3.4 | . | -1.2
> Cn1c(-c2cc3ccc(OC(=O)C(C)(C)C)cc3oc2=O)nc2ccccc21
  4.7 | 12.7 | 0.3 | -18.7 | 3.6 | 0.0 | 0.1 | -3.4 | 34.7
> NC(=O)C1CCN(C(=O)c2cc3c(s2)CCCC3)CC1
  -18.5 | 0.2 | 0.2 | -18.3 | -0.7 | -1.2 | 1.2 | -4.5 | -23.6
> CS(=O)(=O)N1CCN(c2ccccc2NC(=S)NC(=O)c2ccccc2[N+](=O)[O-])CC1
  1.2 | 31.0 | 6.6 | -26.0 | 3.4 | -1.4 | 6.7 | -7.0 | 53.9*
> CN(CC(=O)Nc1ccccc1Cl)C(=O)COC(=O)/C=C/c1cccs1
  19.9 | -1.4 | 0.9 | -19.1 | -0.1 | -3.0 | -1.3 | 4.0 | -11.2
> CCN(CC)C(=O)c1cccc2nc3ccccc3nc12
  10.3 | 3.4 | 0.1 | -18.3 | -0.4 | -2.5 | 2.1 | -7.4 | -28.8

Following part:
structure	CHO-K1 Ca PAM	TAAR1 agonist	M1 ag parental	CHO parental Ca	V1aR counter	M1 ag	CHO-K1 Ca antag	OXTR potentiate	TAAR1 antagonist
Cc1cccc(NC(=O)N(Cc2nc3ccccc3c(=O)[nH]2)C2CCCC2)c1	12.4	6.5	0.2	-21.7	-0.2	-1.8	-2.7	1.6	-13.7
COc1ccc2c(ccc[n+]2[O-])c1	5.3	0.5	0.3	.	.	-0.5	1.3	.	-11.6
O=c1[nH]c2c(s1)C=Nc1ccccc1N2	21.8	2.4	3.7	2.6	13.5	0.1	-6.4	-2.0	19.6
Cn1c(=O)c2c(ncn2CC(=O)N/N=C/c2ccc(Br)s2)n(C)c1=O	8.4	2.2	1.7	-16.4	0.0	-3.7	2.3	-3.6	18.9
CC(=O)c1cccc(-c2ccnc3c2CC(C(=O)N2CCN(C)CC2)O3)c1 (configuration not stated)	3.8	2.5	0.4	.	.	-6.2	-1.7	.	-5.3
Brc1ccccc1Cn1c(-c2cscn2)nc2ccccc21	-14.4	24.5	0.4	-25.1	-1.9	-6.6	10.3	-4.0	22.6
O=C(NC1CCCCCC1)c1cc2n(n1)C(C(F)(F)F)CC(c1ccco1)N2 (configuration not stated)	10.7	8.7	0.3	-19.2	1.9	-2.4	4.1	-7.3	-11.3
Cc1cc(OCc2cc(C(=O)N(C)C(C)c3ccccn3)no2)cc(C)c1Cl (configuration not stated)	12.7	-1.8	4.8	-0.5	4.3	-1.6	-7.7	-22.7	16.6
CC1NC(=S)N(Cc2ccccc2)C1=O (configuration not stated)	13.4	-4.1	0.3	-2.1	0.2	-7.5	-10.0	-2.9	13.2
CN(C)S(=O)(=O)N1CCN(c2ccc([N+](=O)[O-])c(N3CCCCC3)c2)CC1	-6.5	0.0	6.1	-19.1	3.1	-3.2	7.8	-10.6	9.9
CCn1c(C)nc2cc(C(=O)NNC(=S)Nc3ccccc3OC)ccc21	.	1.3	.	-5.5	-0.3	.	.	0.4	5.3
CC(=O)c1cccc(NC(=O)C(=O)Nc2cccc3ccccc23)c1	13.3	3.3	0.6	-17.5	0.3	-1.4	-16.7	-0.5	1.7
